Bioassay records (PubChem BioAssay)
Phagocytosis inh – macrophage phagocytosis inhibition; J774A.1 macrophage IgG-bead phagocytosis, imaging; inhibition, % at 5 µM; 110,000 tested, 0.07% active; AID 1029;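 active = inhibition above the mean of the plate negative controls plus 5 SD, cut at about 13% in these data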;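 also: phagocytic index as fraction of beads internalized from green versus red external bead signal; plate controls were DMSO negative control for no effect and cytochalasin-D positive control for full effect; some results beyond the cut were filed as inactive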
NPY Y2 blocker – antagonists of human neuropeptide Y receptor Y2 | P49146 | NPY-Y2 expressing cells, antagonist mode | inhibition, % at 2.7 µM | 140,000 tested, 0.99% active; in the data active = inhibition above about 17%;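 also: 0% = vehicle with agonist challenge and 100% = reference antagonist with challenge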
Target sequence (P49146 whole entry, looked up): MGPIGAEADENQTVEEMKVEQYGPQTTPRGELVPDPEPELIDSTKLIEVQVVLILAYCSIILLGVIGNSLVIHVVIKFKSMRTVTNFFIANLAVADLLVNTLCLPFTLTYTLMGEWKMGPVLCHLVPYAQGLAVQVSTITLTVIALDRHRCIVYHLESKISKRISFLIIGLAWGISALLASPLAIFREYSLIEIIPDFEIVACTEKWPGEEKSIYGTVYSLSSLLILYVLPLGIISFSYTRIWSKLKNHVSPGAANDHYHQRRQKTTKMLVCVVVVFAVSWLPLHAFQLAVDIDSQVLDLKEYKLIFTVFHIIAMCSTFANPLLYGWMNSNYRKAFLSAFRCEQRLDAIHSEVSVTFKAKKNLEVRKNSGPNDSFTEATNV
HCT116 bCat-KO – beta-catenin-lacking colon tumor cell growth suppression; HCT116 beta-catenin knockout viability, CellTiter-Glo, 60 h; hits give low values; 140,000 tested, 1.5% active; viability, % at 10 µM;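 active = viability at or under a set limit, the compound median less 4 SD, cut at about 6% in these data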;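 also: 0% = Hyamine 1622 control at 20 µM and 100% = untreated cell control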
Yeast life ext – extends the lifespan of yeast; S. cerevisiae growth with nicotinamide, OD615; deaD strain in restrictive glucose medium; inhibition of the nicotinamide effect, % at 10 µM; 130,000 tested, 0.68% active; AID 775;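 active = inhibition above a set limit, placed 3 SD over the median of all compounds, cut at about 26% in these data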;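 also: 0% = nicotinamide-treated wells and 100% = cells grown without nicotinamide; some compounds called inactive have numbers as strong as hits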
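System: DeaD-strain S. cerevisiae / Buffer or medium: CSMM-D, restrictive glucose (dextrose) synthetic minimal medium / Probe or stimulus: nicotinamide, 1.5 mM, co-present with compound / Compound: one concentration, 10 µM, DMSO 0.25% / Incubation: 48 h compound exposure at 30 °C, humidified / Technique: optical density (absorbance) at 615 nm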
E-sel TNF inh – blocks E-selectin expression induced by TNF alpha; HUVEC TNFa-induced E-selectin immunofluorescence, high content; inhibition, % at 2 µM; 120,000 tested, 0.71% active; AID 1246;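 active = inhibition above the batch mean plus 3 SD, and confirmed as a hit on visual image review, cut at about 43% in these data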;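 also: 0% = TNF-stimulated DMSO wells and 100% = unstimulated control wells; not every result past the cut was called active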
Measles CPE – protection of cells from measles virus; protection (pct of control), % at 4 µM; Measles virus-infected cells, CPE protection, absorbance; AID 841; 140,000 tested, 1.5% active; in the data active = protection mostly above about 24%, no sharp cut-off; inactive = mostly below about 26%; also: some compounds called inactive have numbers as strong as hits
HCT116 PTEN-null – PTEN-deleted cell growth suppression | viability, % at 10 µM | AID 827 | 140,000 tested, 1.2% active | HCT116 PTEN-null viability, CellTiter-Glo, 60 h; hits give low values;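 active = viability at or below a set limit, 4 SD under the median of all tested compounds, cut at about 3.7% in these data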;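 also: PTEN knockout HCT116 line with beta catenin targeted HCT116 as companion control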
MRP-1 activ – activators of MRP-1; AID 799; H69AR cells + doxorubicin, viability rescue, CellTiter-Glo; viability increase, % at 10 µM; 140,000 tested, 0.61% active;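 active = viability gain under doxorubicin at or above a set limit, the compound median plus 3 SD, cut at about 4.7% in these data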;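 also: MRP-1 overexpressing cells given doxorubicin 25 µM after compound pretreatment; 18-22 h compound pretreatment then 72 h with doxorubicin before readout; 0% = doxorubicin-only wells and 100% = vehicle-treated cells without doxorubicin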
Yeast growth inh – yeast BB579 growth reduction in restrictive medium; S. cerevisiae BB579 growth, OD615, 48 h; 140,000 tested, 0.51% active; inhibition, % at 10 µM;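 active = inhibition above a set limit, 3 SD over the mean compound inhibition, cut at about 44% in these data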; also: inactives centre near -24
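System: DeaD yeast strain BB579; buffer or medium: CSMM-D dextrose restrictive medium; technique: OD at 615 nm; schedule: 4 h cell preincubation, 48 h compound exposure, 30 °C humidified; doses: single 10 µM dose; controls: amphotericin B 10 µg/mL, positive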
GALR2 blocker – blocks the human galanin receptor 2; 140,000 tested, 0.39% active; O43603; inhibition, % at 4 µM; GALR2-expressing cells, antagonist mode; AID 828; in the data active = inhibition above about 27%;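 also: cells stimulated with galanin 1-16 at roughly its EC80; 0% = agonist challenge control and 100% = basal control without agonist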
Target sequence (O43603 whole entry, looked up): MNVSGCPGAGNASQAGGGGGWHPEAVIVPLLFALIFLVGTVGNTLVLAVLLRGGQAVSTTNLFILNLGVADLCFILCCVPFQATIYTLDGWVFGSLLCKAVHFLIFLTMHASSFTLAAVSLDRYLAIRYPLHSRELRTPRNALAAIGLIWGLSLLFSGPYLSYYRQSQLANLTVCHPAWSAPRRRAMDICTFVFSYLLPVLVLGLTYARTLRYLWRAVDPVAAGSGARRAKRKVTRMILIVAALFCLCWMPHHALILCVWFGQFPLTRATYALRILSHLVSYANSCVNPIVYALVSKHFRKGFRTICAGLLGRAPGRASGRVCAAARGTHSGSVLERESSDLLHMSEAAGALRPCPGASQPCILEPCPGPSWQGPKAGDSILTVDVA
An asterisk follows results filed as active; / = no result given. Compounds as they come; overall some 6.2% were active at least once.

SMILES	GALR2 blocker	Phagocytosis inh	E-sel TNF inh	NPY Y2 blocker	MRP-1 activ	Yeast life ext	Yeast growth inh	HCT116 bCat-KO	HCT116 PTEN-null	Measles CPE
CC(C)c1ccc(OCC(=O)N(c2ccccn2)C2CCCCC2)cc1	13.0	-4.3	/	5.8	0.1	9.1	-23.9	90.5	90.3	19.0
CCOC(=O)N1CCN(c2cc(C)nc3nc(C)nn23)CC1	-12.5	/	12.6	0.8	-1.6	-1.7	11.8	94.7	98.2	16.6
Cc1nn(-c2nc3ccccc3[nH]2)c(N)c1-c1ccc(Cl)cc1	8.0	-5.5	-14.0	2.0	-2.0	-28.6	-25.0	11.7	14.0	20.0
COc1cc(CNc2nc(C)c([N+](=O)[O-])c(C)c2C#N)cc(OC)c1	1.2	-0.3	/	0.4	-1.7	-0.7	-86.2	92.1	102.7	31.3
Cc1ccc(Nc2nc3nonc3[nH]c2=O)cc1C	15.5	0.0	-19.8	0.9	1.5	-6.5	-25.1	95.1	92.8	9.1
CCc1nc(C)c(C#N)c2cc(OC)c(OC)cc12	-4.2	1.4	-2.8	2.4	-0.8	-11.6	-30.2	98.3	97.0	18.1
CCOc1ccc(-c2nnn(CC(=O)c3cc(OC)ccc3OC)n2)cc1	-9.1	-0.1	/	5.8	-0.8	-6.6	-20.2	82.7	93.5	3.9
CCOC(=O)c1cccc(NC(=O)CSc2nnc(C)n2Cc2ccccc2)c1	8.0	-3.0	6.7	-1.8	-3.3	-20.4	-55.0	86.5	92.7	2.0
CCCCCCOc1ccc(N2C(=O)CC(S/C(N)=N/N=C(\C)c3cccs3)C2=O)cc1 (stereo not given)	-1.5	-0.9	-23.8	-0.9	-3.8	-3.9	-19.7	86.2	80.4	20.3
COc1ccc(-c2csc(/C(C#N)=C\c3ccc(OC)c([N+](=O)[O-])c3)n2)cc1	-13.6	-5.3	-15.1	0.5	1.3	-1.8	-36.8	75.5	67.3	3.5
COc1cc(-c2cc3nc(C)c(C)c(=O)n3[nH]2)cc(OC)c1OC	-8.6	-0.3	35.6	1.9	-3.5	-19.1	-15.5	95.0	92.1	14.7
COc1nc(-c2ccccc2)ccc1-c1noc(-c2ccco2)n1	0.8	-1.1	0.9	3.0	1.7	-23.3	-36.4	93.5	98.6	3.3
O=C1N/C(=C\c2ccc(N3CCOCC3)c(F)c2)C(=O)N1Cc1ccccc1	-4.1	/	14.7	-0.8	-2.5	-7.9	-16.1	39.4	53.7	2.9
Cc1ccc(NC(=O)CSCc2ccc(F)cc2)cc1	9.8	-0.2	/	1.5	-0.5	-7.5	-4.3	111.8	104.5	4.9
Cc1cccc(C)c1NC(=O)C(c1ccccc1)N1CCC1=O (stereo not given)	-1.1	/	-20.0	2.4	1.0	2.7	22.6	101.5	93.6	6.9
COc1ccc(COC(=O)NC2CCN(S(=O)(=O)c3ccc(OC)cc3)CC2)cc1	18.1	/	12.1	1.3	-3.4	-6.5	-33.1	77.4	73.7	2.7
COc1ccc(C(=O)NC2CCN(S(=O)(=O)Cc3ccccc3)CC2)c(OC)c1	-9.8	-3.1	-14.4	-0.1	-1.8	-6.3	-38.2	96.9	104.3	23.7
O=C(CSc1nc2ccccc2nc1SCC(=O)N1CCCCC1)N1CCCCC1	4.2	3.6	12.3	1.7	-4.3	1.4	-0.5	81.4	83.6	23.4
O=C(Nc1cccnc1)c1ccc(COc2cc(Cl)ccc2Cl)o1	6.1	1.7	13.2	2.0	-3.7	-31.4	-53.5	35.5	29.8	9.0
Cc1ccccc1NC(=O)Cc1nc(-c2ccc3ccccc3c2)cs1	2.2	-5.7	10.5	7.1	-0.6	-6.3	0.0	98.4	105.2	3.9
O=C(C[n+]1ccc(C(=O)N/N=C/c2ccc(Br)cc2)cc1)c1ccccc1	-17.4	0.0	/	0.8	0.4	-8.3	-46.5	100.4	99.3	3.5
O=C(NC12CC3CC(CC(C3)C1)C2)c1ccccc1O	12.7	1.3	-18.2	4.5	-1.2	5.8	-34.8	81.7	68.5	16.3
O=c1nc(N2CCCCC2)nc(Nc2ccccc2)[nH]1	-20.5	2.6	-26.6	2.9	-2.2	-8.1	-7.2	93.9	99.2	5.3
CC(C)C(NC(=O)C12CC3CC(CC(C3)C1)C2)C(=O)O (stereo not given)	-19.7	0.4	0.2	6.0	0.5	-4.6	-11.6	90.7	94.4	12.4
Cc1cc(OCC(=O)Nc2ccc(S(=O)(=O)N3CCN(C)CC3)cc2)ccc1Cl	-12.5	/	-21.8	1.6	1.6	/	3.0	94.2	96.8	-0.2
O=C(c1cc2ccccn2n1)N1CCN(Cc2ccccc2)CC1	/	0.5	/	/	-2.9	-10.1	17.7	93.2	87.3	2.0
CC(C)C1N=C2c3ccccc3N=C(SCC(=O)NCCc3ccc(S(N)(=O)=O)cc3)N2C1=O (stereo not given)	16.8	/	6.7	-0.5	0.9	-24.1	16.7	92.0	91.8	43.3*
CC(=O)Nc1nnc(SCC(=O)NC(C)(C)C)s1	5.3	2.3	/	2.3	-0.9	-6.2	-6.8	100.8	114.7	2.9
C=CCc1cccc(C=Nc2cc(Br)ccc2O)c1O	10.6	-2.4	14.4	2.1	-4.8	11.1	-23.0	72.5	77.2	3.5
CCOC(=O)N1CCN(C(=O)C2CCN(S(C)(=O)=O)CC2)CC1	3.8	-1.3	-18.9	1.5	-1.9	-0.9	-22.4	98.3	95.0	5.5

Profiles, looked up by structure. Values in the order: GALR2 blocker, Phagocytosis inh, E-sel TNF inh, NPY Y2 blocker, MRP-1 activ, Yeast life ext, Yeast growth inh, HCT116 bCat-KO, HCT116 PTEN-null, Measles CPE
Cc1nn(-c2nc3ccccc3[nH]2)c(N)c1-c1ccc(Cl)cc1 is entered as 8.0, -5.5, -14.0, 2.0, -2.0, -28.6, -25.0, 11.7, 14.0, 20.0
CCOC(=O)N1CCN(c2cc(C)nc3nc(C)nn23)CC1 is entered as -12.5, /, 12.6, 0.8, -1.6, -1.7, 11.8, 94.7, 98.2, 16.6

The list continues:
SMILES	GALR2 blocker	Phagocytosis inh	E-sel TNF inh	NPY Y2 blocker	MRP-1 activ	Yeast life ext	Yeast growth inh	HCT116 bCat-KO	HCT116 PTEN-null	Measles CPE
O=C(Cc1cccs1)N1CCC(c2nc3c(nnn3Cc3ccccc3)c(=O)[nH]2)CC1	-4.6	1.0	/	2.4	-0.9	-1.7	-15.6	85.7	96.3	4.3
Cc1ccc(S(=O)(=O)Nc2nc(C)cc(-n3nc(C)cc3C)n2)cc1	-15.9	-0.1	22.3	10.9	-0.5	-2.6	-60.6	98.0	105.8	6.9
O=C(CCSc1ccccc1)Nc1nccs1	-20.7	-0.1	33.7	-0.3	-0.5	-9.8	-39.5	90.1	88.5	14.2
O=C(Nc1nc2ccccc2n1CCN1CCCC1)c1ccc(Cl)cc1	15.0	-0.5	-31.6	10.4	-3.8	-7.0	-21.9	49.5	59.7	25.6
COc1ccc(C(=O)c2sc(Nc3cccc(OC)c3)c(C(=O)Nc3cccc(C)c3C)c2N)cc1	9.0	0.8	/	-0.3	-1.5	-7.5	-35.4	105.7	94.8	2.2
COc1ccc2[nH]c(=O)c(CN(CCc3ccccc3)Cc3nnnn3CC3CCCO3)cc2c1 (stereo not given)	10.1	0.2	16.2	2.3	-3.9	-8.6	-10.0	95.0	79.9	14.0
O=C(NCc1ccccc1)c1ccc(N2C(=O)C3CCCCC3C2=O)cc1 (stereo not given)	-0.5	-0.3	/	1.2	-0.3	3.8	-30.0	102.0	101.3	15.6
COc1ccc(-c2nnn(CC(=O)N3CCN(c4ccccc4OC)CC3)n2)cc1	-0.6	/	-25.8	4.1	0.2	/	-4.5	95.1	83.6	-0.7
O=C1C2C3C=CC(C3)C2C(=O)N1/N=C/c1cn(Cc2ccccc2)c2ccccc12 (stereo not given)	-0.1	/	-28.9	0.1	-0.7	-7.2	-1.4	85.5	93.6	4.0
COc1cccc2c(=O)c(SC(F)(F)C(F)C(F)(F)F)c(C)[nH]c12 (stereo not given)	5.0	-2.5	/	1.0	-4.4	-24.9	-32.0	28.1	31.8	-1.9
Cc1ccc(NC(=O)CSc2nnc(-c3ccncc3)o2)cc1	-8.0	0.2	0.8	-1.0	0.4	-7.8	-41.0	95.1	95.2	9.0
Cc1ccc(CNC(=O)CN2CCN(Cc3ccc(C)cc3)C2=O)cc1	-21.1	-0.2	5.5	0.1	0.8	-5.6	-79.4	108.5	105.8	6.8
O=C(COC(=O)c1cccc(Br)c1)NCCc1ccc(F)cc1	1.4	0.6	/	4.0	-2.1	-9.1	-6.2	88.0	101.2	7.1
COc1ccc(C2CC(=O)C3=C(C2)Nc2ccccc2N(C(C)=O)C3c2ccco2)cc1 (stereo not given)	-3.4	-0.1	/	-0.1	0.7	-5.3	-61.9	96.5	97.2	7.4
COc1ccc(NC(=O)CSc2nc3ccccc3c(=O)n2CCCN2CCCCC2)c(OC)c1	17.8	-0.5	17.4	23.9*	-3.0	-8.1	-61.0	2.6*	3.1*	7.3
CCOC(=O)CSc1cc(CS(=O)(=O)c2ccccc2)nc(-c2ccccc2)n1	2.7	-2.0	-26.3	9.2	-2.8	-11.8	-9.8	80.1	97.1	8.3
Cc1ccc(/C=C2/SC(=S)N(CC(=O)Nc3ncc(Cc4ccc(C)cc4)s3)C2=O)cc1	-8.2	-1.2	9.9	2.3	-2.2	-9.6	-48.0	81.6	79.1	5.5
CCCCNC(=S)NNC(=O)c1cc(C)on1	0.2	-2.6	9.0	4.9	-1.0	-11.0	0.6	91.1	95.2	4.1
COC(=O)/C(C#N)=C1/SC=C(C)N1c1ccccc1	8.2	2.6	15.8	3.1	-0.1	0.5	-66.2	105.4	109.2	10.9
OCCN(CCO)CC(O)COCCC12CC3CC(CC(C3)C1)C2 (stereo not given)	-6.1	/	12.6	2.9	-1.4	8.0	-29.2	84.6	86.6	2.8
CCOC(=O)N1CCN(Cc2nc(-c3cccc(C)c3)no2)CC1	0.6	-0.1	1.5	-0.2	-1.0	-7.5	-29.9	93.6	103.6	11.7
CC(C)COC(=O)Cn1cnc2ccc(Br)cc2c1=O	1.4	-2.1	0.4	-1.1	-0.4	27.2*	-14.5	96.3	84.5	15.3
O=C(COC(=O)c1ccccc1OCc1ccccc1Cl)NC1CC1	14.6	/	-20.0	3.8	-1.8	-13.7	-41.2	98.3	100.1	8.0
COc1ccc(S(=O)(=O)N2CCCCCC2)cc1	-11.1	-0.7	-56.0	-0.4	-0.5	8.1	-46.4	101.9	103.0	4.0
O=C1NC(=Nc2ccc(Cl)cc2)SC1Cc1cccc(Cl)c1Cl (stereo not given)	-0.1	-13.0	-10.5	3.8	6.3*	-2.9	-18.9	100.9	102.8	0.8
CCCC(=O)Nc1ccc2c(c1)C(=O)N(CCC(=O)O)C2=O	-6.0	-0.8	-21.4	-1.6	-1.6	-17.4	-49.2	113.9	101.4	27.6
